Compound activity (PubChem BioAssay)
FLuc modulator = qHTS profiling assay for firefly luciferase inhibitor/activator using purifed enzyme and Km concentrations of substrates (counterscreen for miR-21 project); Luciferin 4-monooxygenase (Photinus pyralis), P08659; purified FLuc, Km substrates, luminescence inhibition; Potency, µM (series often up to 57.5 µM), inactives show at the top dose activity change, negative = inhibition, hits mostly inhibitors; 360,000 tested, 6.9% active;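 note: plate controls were vehicle for no effect and reference inhibitor for full effect; nearly all actives have a fitted effect of over 55% in size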
Target sequence (P08659 whole entry, looked up): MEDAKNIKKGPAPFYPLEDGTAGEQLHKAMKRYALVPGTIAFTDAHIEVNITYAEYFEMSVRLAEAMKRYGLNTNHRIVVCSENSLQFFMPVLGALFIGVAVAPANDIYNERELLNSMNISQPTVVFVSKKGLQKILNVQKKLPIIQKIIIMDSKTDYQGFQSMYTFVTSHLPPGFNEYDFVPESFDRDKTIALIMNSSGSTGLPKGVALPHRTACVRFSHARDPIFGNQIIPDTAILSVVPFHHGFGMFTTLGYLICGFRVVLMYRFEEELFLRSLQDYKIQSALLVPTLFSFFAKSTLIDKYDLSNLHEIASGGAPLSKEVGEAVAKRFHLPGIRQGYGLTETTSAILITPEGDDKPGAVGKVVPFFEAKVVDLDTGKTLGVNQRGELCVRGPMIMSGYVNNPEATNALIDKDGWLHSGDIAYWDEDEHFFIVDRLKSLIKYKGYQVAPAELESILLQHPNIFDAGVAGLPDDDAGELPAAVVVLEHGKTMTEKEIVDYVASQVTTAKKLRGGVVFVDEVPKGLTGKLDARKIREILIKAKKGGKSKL
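Purified P. pyralis luciferase, 10 nM final, with Km-level 10 uM D-luciferin and 10 uM ATP in 50 mM Tris acetate pH 7.5, 10 mM Mg acetate, 0.01% Tween-20, 0.05% BSA; 6-point qHTS titration about 60 µM downward; luminescence read.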
BRCA1 expr up = qHTS Assay to Identify Small Molecule Activators of BRCA1 Expression | MCF7-BRCA1-FFLuc reporter, luminescence, 48 h; response scale: scaled: vehicle 0%, 10 µM genistein 100% | Potency, µM (series often up to 46.1 µM), for the others: top-dose activation, hits mostly activators | 380,000 tested, 1.1% active | AID 624202, 2012; note: nearly all actives have a fitted effect of over 80% in size; some results filed as inactive show a strong effect at the top dose
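Luminescence from a BRCA1-driven firefly luciferase in MCF7 cells was the read-out, taken 15 min after substrate addition following 48 h compound exposure at 37 °C. Data were normalized to a 10 microM genistein control and DMSO vehicle.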
RORg inh = qHTS for inhibitors of ROR gamma transcriptional activity; Drosophila S2 Gal4-RORgamma UAS-luciferase reporter, 20 h; AID 2551, 2010; Potency, µM (top dose mostly 53.6 µM), for the others: at the top dose activity change, negative = inhibition, hits mostly inhibitors; Nuclear receptor ROR-gamma (Mus musculus), P51450; 310,000 tested, 5.4% active; note: % is set by controls: 0 for no effect and ±100 for the full control effect; nearly all actives have a fitted effect of over 60% in size
Target sequence (P51450 whole entry, looked up, the tested form may be a part): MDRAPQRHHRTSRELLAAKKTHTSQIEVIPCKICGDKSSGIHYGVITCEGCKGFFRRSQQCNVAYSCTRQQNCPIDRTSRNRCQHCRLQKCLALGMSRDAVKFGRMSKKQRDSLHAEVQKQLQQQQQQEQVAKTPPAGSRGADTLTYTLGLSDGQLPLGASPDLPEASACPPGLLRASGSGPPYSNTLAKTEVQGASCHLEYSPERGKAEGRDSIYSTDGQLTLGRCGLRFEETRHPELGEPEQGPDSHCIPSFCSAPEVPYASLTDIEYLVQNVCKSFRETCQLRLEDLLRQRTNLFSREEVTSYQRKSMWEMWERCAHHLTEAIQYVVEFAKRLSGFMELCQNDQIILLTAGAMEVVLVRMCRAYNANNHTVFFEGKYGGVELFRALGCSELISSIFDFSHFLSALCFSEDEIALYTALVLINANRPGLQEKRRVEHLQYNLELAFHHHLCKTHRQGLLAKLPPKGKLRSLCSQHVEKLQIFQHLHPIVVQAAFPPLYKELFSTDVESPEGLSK
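ROR gamma transcriptional activity was tracked as Gal4-UAS luciferase output in stably transfected Drosophila Schneider cells, with compound added 1 hr before 700 uM copper sulfate induction and a 20 hr ambient-temperature incubation.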
CXXC DNA block = qHTS Fluorescence Polarization Assay for Inhibitors of MLL CXXC domain - DNA interaction; Histone-lysine N-methyltransferase 2A (Homo sapiens), Q03164; MLL-CXXC / FITC-HOXA9 DNA fluorescence polarization; Potency, µM (doses to about 115 µM), for the others: at the highest dose activity change, negative = inhibition, usual class: inhibitors; 290,000 tested, 0.037% active; AID 2662, 2010; active = well fitted inhibition curve with a large enough effect in the polarisation, with a control signal flat, not every such curve was filed as active; inconclusive = small, poorly fitted or top-dose-only effect, or effect the other way, or a change in a side signal; inactive = no such curve, though single readings can be large or run the other way; the % refers to the polarisation
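Purified MLL-CXXC (added from a 7 uM solution) was preincubated 5 min at ambient with pinned compounds in 50 mM Tris-HCl pH 7.5, 50 mM NaCl, 1 mM DTT, 0.05% BSA. Fluorescein-labeled HOX-A9 DNA (50 nM solution) followed, 30 min, then polarization read.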
NPC1 prom act = qHTS Assay for NPC1 Promoter Activators; Huh7 NPC1 promoter luciferase reporter, 24 h; Potency, µM (doses to about 9.22 µM), inactives show top-dose activation, actives largely listed as activators; 320,000 tested, 2.4% active; AID 485313, 2010;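 note: % of control where 0% means no effect; nearly all actives have a fitted effect of over 60% in size; reporter is driven by a mutant NPC1 promoter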
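Huh7 cells stably carrying NPC1 promoter–luciferase, plated in Opti-MEM with 10% FBS for 2 h, were exposed to compound in DMSO for 24 h at 37 °C; luciferase reagent was added for 10 min and luminescence read.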
MBNL1-CUG inh = qHTS Assay for Inhibitors of MBNL1-poly(CUG) RNA binding. 280,000 tested, 0.036% active. TR-FRET MBNL1-His/biotin-(CUG)12 binding, 665/545 ratio. Potency, µM (titrated, usually from 57.5 µM), without a hit: at the highest dose activity change, negative = inhibition, hits mostly inhibitors; active = well fitted inhibition curve with a large enough effect in the signal ratio, with a control signal flat, not every such curve was filed as active; inconclusive = small, poorly fitted or top-dose-only effect, or effect the other way, or a change in a side signal; inactive = no such curve, though single readings can be large or run the other way; the % refers to the signal ratio; note: % is set by controls: 0 for no effect and ±100 for the full control effect
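Ratiometric TR-FRET (665 over 545 nm, excitation 340 nm) tracks disruption of MBNL1-His/biotin-(CUG)12 complex after 60 min at room temperature, with compounds at 92 nM to 58 uM final.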
ELG1 genotox = qHTS screen for small molecules that induce genotoxicity in human embryonic kidney (HEK293T) cells expressing luciferase-tagged ELG1. HEK293T ELG1-luciferase reporter, luminescence, 16 h. Potency, µM (titrated, usually from 46 µM), for inactives: top-dose activity change, positive = activation, actives largely listed as activators. 330,000 tested, 1.3% active. AID 504466, 2011; note: % of control where 0% means no effect; nearly all actives have a fitted effect of over 60% in size
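HEK293T cells expressing luciferase-tagged ELG1 were treated with compound or DMSO for 16 hr at 37°C. Luciferase activity was then read after 30 min with ONE-Glo at room temperature; rising signal flags genetic stress.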
p53 reactivation = qHTS assay for re-activators of p53 using a Luc reporter. H1299 p53-A138V BP100-luciferase reporter, luminescence, 24 h. Potency, µM (highest dose often 92.2 µM), for inactives: at the highest dose activity change, positive = activation, usual class: activators. 320,000 tested, 0.063% active; note: % of control where 0% means no effect; nearly all actives have a fitted effect of over 45% in size
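H1299 (p53-null), stable ts p53-A138V + BP100-Luc; 1000 cells/well, Opti-MEM/10% FBS; cpd 4 pt, 1:5; 24 h, 37 deg C, 5% CO2; detection reagent 10 min RT; luminescence.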
VP16 counter = VP16 counterscreen qHTS for inhibitors of ROR gamma transcriptional activity; Drosophila S2 Gal4-VP16 UAS-luciferase, luminescence, 20 h; Potency, µM (top dose mostly 53.6 µM), without a hit: top-dose activity, negative = inhibition, actives largely listed as inhibitors; 310,000 tested, 3.5% active;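 note: Gal4-VP16 expression switched on by copper sulfate through the metallothionein promoter; % is set by controls: 0 for no effect and ±100 for the full control effect; nearly all actives have a fitted effect of over 50% in size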
uPA surface inh = qHTS for Inhibitors of Cell Surface uPA Generation; cell surface uPA generation assay, qHTS; Potency, µM (highest dose often 38.3 µM), inactives show top-dose activity change, negative = inhibition, hits mostly inhibitors; 330,000 tested, 0.31% active; active = well fitted inhibition curve with a large enough effect; inconclusive = small, poorly fitted or top-dose-only effect; inactive = no such curve, though single readings can be large or run the other way; tested in mouse RAW 264.7 cells; note: % is set by controls: 0 for no effect and ±100 for the full control effect; nearly all actives have a fitted effect of over 55% in size
Rab9 promoter act = qHTS Assay for Rab9 Promoter Activators; Huh7 Rab9 promoter-luciferase reporter, luminescence, 24 h; Potency, µM (titrated, usually from 9.22 µM), inactives show top-dose activation, negative = inhibition, actives largely listed as activators; 320,000 tested, 2.8% active; note: % of control where 0% means no effect; nearly all actives have a fitted effect of over 60% in size
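Measured in stably transfected Huh7 cells bearing a Rab9 promoter–luciferase construct: 24 h compound treatment at 37 °C, followed by luminescence detection.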
Numbers without * were called inactive; ? = inconclusive; . = not tested or not shown; & = joins results of further samples; [ ] = remark or other dose. Unless noted, calls come from the whole dose curve; as a rule, active = well fitted curve in the direction sought with a large enough effect; inconclusive = small, poorly fitted or top-dose-only effect, or another doubt; inactive = no such curve, though single readings can be large; an effect the other way counts as inactive or inconclusive. Potency is the fitted concentration of half-maximal effect. Not all compounds are listed. The share of hits here may be higher or lower than overall.

SMILES	FLuc modulator	BRCA1 expr up	RORg inh	CXXC DNA block	NPC1 prom act	MBNL1-CUG inh	ELG1 genotox	p53 reactivation	VP16 counter	uPA surface inh	Rab9 promoter act
COc1cccc(OC)c1OCCCCCc1c(C)n[nH]c1C	3%	-47%	?	-9%	1%	-6%	-1%	7%	-5%	-1%	-7%
COc1cccc(OC)c1C(=O)Nc1nc(-c2ccccc2)cs1	1%	3%	33%[1.91 µM]	23%	-8%	79%[activator]	-2%	.	6%	1%	-5%
C=CCN(CC=C)CCOc1ccc(OC(C)C)cc1	?	18%	15%	38%[activator]	-3%	-9%	3%	-4%	12%	2%	-5%
CCc1ccc2[nH]c(=O)c(CN(Cc3ccc4c(c3)OCO4)C(=O)c3ccco3)cc2c1	-3%	-2%	?	9%	-2%	-5%	-8%	-8%	-15%	-2%	0%
Cc1ccc(NC(=O)Nc2ncccc2C)cc1	7.6µM*	40%	-1%	14%	2.8µM*	-15%	28%	8%	-15%	-4%	2µM*
CC(C)c1nc(C#N)c(NN)o1	?	2%	?	8%	-6%	3%	7%	15%	-16%	18%	-1%
COC(=O)c1cn(-c2ccc(F)cc2)c(=O)c2ccccc12	4%	-24%	1%	-1%	-3%	-6%	-2%	4%	0%	-1%	1%
Cc1ccccc1OCC(=O)OCC(=O)c1ccc(OCc2ccccc2)cc1	-12%	?	3%	-3%	?	.	?	?	-24%	10%	?
COc1ccc(CN2CCN(Cc3ccco3)CC2)cc1OC	-1%	-14%	-32%[1.91 µM]	-4%	1%	-7%	-7%	16%	-1%	1%	4%
O=C1CN(C(=O)Cn2ncc(Cl)c(Cl)c2=O)c2ccccc2N1	3%	-96%	11µM*	-4%	-17%	.	-21%	-12%	?	6%	-45%[inhibitor]
Cc1cc(Br)ccc1SCC(=O)OCC(=O)NCc1ccc2c(c1)OCO2	2%	-1%	-1%	10%	-1%	9%	1%	-11%	-5%	8%	-1%
COc1ccc(Oc2cc(C)c3cccc(C)c3n2)cc1	4%	-10%	1%	26%	-1%	9%	-1%	2%	2%	5%	5%
Cc1ccccc1CC1(CO)CCCN(C(=O)c2ccccc2Cl)C1 (configuration not stated)	6%	-6%	26%	-2%	-9%	-4%	-4%	-2%	-5%	7%	-10%
C[C@@H](NC(=O)c1nc[nH]c1C(=O)OCc1ccccc1)c1ccccc1	-1%	-19%	.	.	0%	.	-3%	-8%	.	3%	0%
O=C(NCC1CCCO1)c1ccccc1-c1nc(-c2ccc(Cl)cc2)no1 (configuration not stated)	15µM*	-26%	?	-5%	3%	-7%	-7%	3%	10%	-7%	-6%
O=C(c1ccccc1)c1coc2ccc(O)c(Cl)c12	?	26%	-3%	0%	13%	-3%	?	?	1%	-17%	14%
C=CCNC(=O)C1CC2Cn3c(nc4cc(C)c(C)cc43)C2N1C (configuration not stated)	-10%	17%	0%	8%	1%	-9%	7%	4%	28%	4%	-4%
CN(CCCC1CCCC1)C(=O)CC1C(=O)NCCN1Cc1cccc(F)c1F (configuration not stated)	2%	-27%	2%	13%	-1%	4%	-2%	-8%	-2%	0%	9%
O=[N+]([O-])c1ccc(N=Cc2c(O)ccc3ccccc23)cc1	-8%	-25%	-15%	-4%	-4%	?	-3%	15%	-1%	-4%	-5%
N#C/C(=C\c1c(F)cccc1Cl)C(=O)NC1CC1	-15%	5%	13%	-3%	-5%	-1%	-10%	-7%	4%	-3%	-4%
COc1cc(OC)cc(C(=O)N2CCN(C(=O)COc3ccc4ccccc4c3)CC2)c1	5.4µM*	5%	4%	0%	9%	9%	1%	23%	-16%	-21%	3%
CCN(CC(=O)Nc1cc(Cl)ccc1-n1cncn1)Cc1nc2ccccc2c(=O)[nH]1	1%	1%	.	.	-2%	.	-3%	-3%	.	9%	-1%
CCOc1ccc(NC(=O)N2CCN(c3nc4ccccc4s3)CC2)cc1	0%	-22%	14%	23%	-2%	16%	-2%	-2%	2%	17%	-8%
Cc1oc2c(C)c3oc(=O)c(CCC(=O)NCCCN4CCOCC4)c(C)c3cc2c1C	-2%	-2%	-33%	-7%	-1%	-21%	2%	.	-15%	-7%	-6%
Cc1nsc2nc3c(F)c(F)c(F)c(F)c3cc12	1%	-62%	?	2%	-1%	?	15%	?	-29%	-10%	0%

Reprinted from above, 2 compounds:
SMILES	FLuc modulator	BRCA1 expr up	RORg inh	CXXC DNA block	NPC1 prom act	MBNL1-CUG inh	ELG1 genotox	p53 reactivation	VP16 counter	uPA surface inh	Rab9 promoter act
COc1cccc(OC)c1OCCCCCc1c(C)n[nH]c1C	3%	-47%	?	-9%	1%	-6%	-1%	7%	-5%	-1%	-7%
COc1cccc(OC)c1C(=O)Nc1nc(-c2ccccc2)cs1	1%	3%	33%[1.91 µM]	23%	-8%	79%[activator]	-2%	.	6%	1%	-5%

(continued)
SMILES	FLuc modulator	BRCA1 expr up	RORg inh	CXXC DNA block	NPC1 prom act	MBNL1-CUG inh	ELG1 genotox	p53 reactivation	VP16 counter	uPA surface inh	Rab9 promoter act
N#C/C(=C/c1ccccc1)c1nn(CCO)c(N)c1C#N	-18%	41%	22%	-4%	17%	?	?	24%	6%[0.365 µM]	3%	12%
Cc1ccc(Cl)cc1NS(=O)(=O)c1cn(C)nc1C	2%	-1%	-22%	30%	-6%	-3%	8%	2%	-5%	-1%	-3%
COC(=O)c1ccc(Oc2nc(SC)nc(N(C)C)n2)cc1	1%	1%	-9%	3%	-6%	-3%	3%	-5%	-5%	3%	-1%
COc1cccc(C2NC(=O)NC(C)=C2C(=O)Nc2cccc(C)c2C)c1 (configuration not stated)	1%	7%	30%	-8%	0%	-4%	0%	-21%	0%	-2%	2%
COc1ccc(NC(=O)NNC(=O)C(C)Oc2ccc(C(C)C)cc2)c(OC)c1 (configuration not stated)	?	-4%	20µM*	21%	-8%	17%	0%	2%	?	9%	6%
c1ccc(-c2nc(NCCCn3ccnc3)c3oc4ccccc4c3n2)cc1	?	-70%	-25%	94%[activator]	-2%	-15%	-4%	0%	2%	.	-3%
CN(C)c1ccc(/C=C/C(=O)c2ccc3c(c2)OCCO3)cc1[N+](=O)[O-]	9.5µM*	-3%	?	-17%	10%	.	17%	27%	25%	12%	13%
CC(C)c1c(C(=O)N/N=C/c2ccoc2)nnn1-c1nonc1N	?	0%	-22%	4%	0%	2%	3%	1%	-8%	-3%	0%
COCCN1C(=O)C(=O)/C(=C(/O)c2ccc(S(=O)(=O)N3CCOCC3)cc2)C1c1cccc(O)c1 (configuration not stated)	3%	7%	5%	6%	7%	17%	7%	0%	-10%	-9%	3%
COc1ccc(C(=O)O)cc1S(=O)(=O)N1CCSCC1	4%	3%	8%	-6%	1%	-3%	3%	-12%	-10%	11%	1%
CCn1c(CNC(=O)COc2ccc(C(C)C)cc2)nnc1SCC(=O)Nc1ccccc1	?	0%	?	0%	-4%	12%	-13%	0%	-12%	-10%	-3%
CCOC(=O)N1CCC(NC(=O)c2cccc3c2C(=O)N(c2ccc(OC)cc2)C3)CC1	1%	-14%	?	-4%	0%	11%	-7%	-4%	-1%	12%	2%
COc1ccc(/C=C/c2ccc3ccccc3[n+]2C)cc1OC	17µM*	8%&-32%	27%	?	-4%	?	?	?	15%	-8%	-11%
CCOc1ccc(CCNC(=O)c2[nH]c(C)c(C(C)=O)c2C)cc1OCC	-4%	-5%	-13%	10%	-6%	-4%	-12%	-3%	0%	2%	2%
CCOC(=O)C1CCN(c2ccc(-c3cccs3)nn2)CC1	0.76µM*	31%	4%	0%	22%	?	?	26%	0%	0%	4%
CC1CCCN(c2ccc(N)cc2C(N)=O)C1 (configuration not stated)	-2%	0%	41%	2%	-1%	5%	1%	-1%	4%	-4%	-11%
O=[N+]([O-])c1cc(Cl)cc(/C=N/Nc2nc3ccccc3s2)c1O	?	-71%	0.89µM*	-7%	-2%	3%	0%	4%	2.2µM*	9%	-7%
NCC/C=C1/c2ccccc2CSc2ccccc21	5%	-48%	-20%	3%	-3%	6%	-2%	-25%	-6%	2%	-4%
CC(C(=O)Nc1ccccn1)(c1ccccc1)c1ccccc1	-3%	-3%	19%	0%	-3%	-3%	-4%	-15%	-1%	-5%	1%
